14-3-3 Bad inh = disrupts binding of bovine 14-3-3 zeta to phospho-Bad peptide; P63103; TR-FRET 14-3-3zeta/Dy647-pBad peptide displacement, 1 h; inhibition, % at 21.7 µM; hit rate 0.71% among 220,000; AID 781;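 active = inhibition above about 70%, limit read from the data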;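 also: 0% = full 14-3-3 plus peptide FRET controls and 100% = background without 14-3-3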
Target sequence (P63103 whole entry, looked up): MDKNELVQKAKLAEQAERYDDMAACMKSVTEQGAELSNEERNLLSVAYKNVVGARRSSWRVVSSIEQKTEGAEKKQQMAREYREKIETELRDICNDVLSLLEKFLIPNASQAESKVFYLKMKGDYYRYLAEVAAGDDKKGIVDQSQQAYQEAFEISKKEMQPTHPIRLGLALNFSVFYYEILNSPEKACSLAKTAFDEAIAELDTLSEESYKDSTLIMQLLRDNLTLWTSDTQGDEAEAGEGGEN
NPY-Y1 PAM-ag = potentiates or activates human NPY-Y1 receptor; NPY-Y1 expressing cells, potentiator/agonist activation; activation, % at 3.6 µM; hit rate 0.37% among 220,000; P25929; in the data active = activation above about 33%, passing the limit was not always enough;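 also: cells stimulated with NPY at EC10 then isoproterenol at EC100; 0% = low agonist plus stimulus and 100% = saturating agonist plus stimulus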
Target sequence (P25929 whole entry, looked up): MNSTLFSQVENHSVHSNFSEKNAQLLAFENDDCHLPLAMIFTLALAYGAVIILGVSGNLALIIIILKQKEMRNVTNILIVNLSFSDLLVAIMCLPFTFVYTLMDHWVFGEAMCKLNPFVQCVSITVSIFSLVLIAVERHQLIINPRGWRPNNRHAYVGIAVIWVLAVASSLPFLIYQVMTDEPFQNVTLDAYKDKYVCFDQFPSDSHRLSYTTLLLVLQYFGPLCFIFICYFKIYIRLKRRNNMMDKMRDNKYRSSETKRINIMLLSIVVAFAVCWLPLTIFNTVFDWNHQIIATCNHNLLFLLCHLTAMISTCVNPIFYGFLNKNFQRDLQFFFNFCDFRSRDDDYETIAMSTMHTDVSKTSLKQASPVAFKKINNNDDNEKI
EP2 modulator = modulators of human EP2 prostaglandin E2 receptor; P43116; EP2-expressing cells, cAMP HTRF FRET, PGE2 co-stimulation; induction, % at 25 µM; hit rate 0.83% among 260,000;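 active = compounds whose cAMP rise, as percent of the full-agonist control response, exceeds 60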;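 also: rat C6 glioma line stably carrying human EP2 under a CMV promoter; the protocol text gives 20 µM as final concentration; 100% = response of wells given 1 µM PGE2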
Target sequence (P43116 whole entry, looked up): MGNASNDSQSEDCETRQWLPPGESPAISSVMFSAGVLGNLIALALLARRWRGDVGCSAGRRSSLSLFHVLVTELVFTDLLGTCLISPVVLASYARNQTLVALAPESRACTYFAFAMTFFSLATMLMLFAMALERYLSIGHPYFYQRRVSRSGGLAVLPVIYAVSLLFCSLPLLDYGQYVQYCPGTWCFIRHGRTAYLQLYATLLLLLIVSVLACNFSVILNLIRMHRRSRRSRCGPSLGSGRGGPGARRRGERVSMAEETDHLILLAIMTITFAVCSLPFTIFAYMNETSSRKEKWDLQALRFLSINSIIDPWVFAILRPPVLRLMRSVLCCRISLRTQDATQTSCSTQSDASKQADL
TRPML3 ag = activates the human TRPML3 channel; Q8TDD5; HEK293 TRPML3-YFP, Fluo-8 calcium fluorescence; 100% = the carbachol control signal; activation, % at 3 µM; hit rate 0.29% among 220,000;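 active = activation above its plate's cutoff, the mean activation of the plate's test wells plus 3 SD, cut at about 12% in these data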;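 also: 0% = DMSO only wells and 100% = carbachol wells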
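system = HEK293 cells stably carrying human TRPML3-YFP | doses = one concentration, 3 µM nominal, 0.3% DMSO | timing = dye loading 1 h 37 °C then 30 min ambient, 125 s read | detection = Fluo-8 calcium dye fluorescence, ex 470-495, em 515-575 nm | benchmarks = high control carbachol 87 µM, low control DMSO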
PPC-1+TRAIL kill = PPC-1 cancer cell killing with TRAIL present | cell killing (% activity), % at 4 µM | hit rate 0.41% among 220,000 | AID 1443 | PPC-1 cells + TRAIL, ATPLite viability luminescence;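 active = cell killing above 50% in the first pass at 4 µM, then a duplicate retest at 5 µM averaging 50% or more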;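 also: plate controls were cells with TRAIL plus DMSO for no effect and medium-only wells lacking cells for full effect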
TRPN1 ag = zebrafish TRPN1 (NompC) channel agonism | HEK293 zebrafish TRPN1-YFP, Fluo-8 calcium fluorescence; 100% = response to 87 µM carbachol | activation, % at 3 µM | AID 1424 | hit rate 0.18% among 220,000;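 active = activation above its plate's cutoff, the mean activation of test wells on that plate plus 3 SD, cut at about 19% in these data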;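 also: 0% = DMSO alone and 100% = 87 µM carbachol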
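Material: zebrafish TRPN1-YFP in HEK293 cells. Doses: one dose of 3 µM, 0.3% DMSO. Incubation: dye 1 h 37 °C plus 30 min RT. Measured by: intracellular calcium fluorescence with Fluo-8.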
CHOP inhibitor = CHOP inhibition in unfolded protein response; AID 2732; hit rate 3.8% among 220,000; CHO-K1 CHOP-promoter luciferase, tunicamycin-induced, 15-18 h; inhibition, % at 10 µM;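 active = compounds that reduced the stress-induced luciferase reporter signal by more than about 70% of percent inhibition, limit read from the data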;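 also: 0% = tunicamycin plus vehicle and 100% = wells without tunicamycin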
PGE2 EP2 inh = blocks the human prostaglandin E2 receptor EP2; C6 glioma cells expressing human EP2, cAMP TR-FRET; cells stimulated with saturating PGE2; inhibition, % at 25 µM; hit rate 0.52% among 260,000;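 active = percent inhibition above 40 after rounding to a whole number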;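 also: rat C6 glioma host cells with rolipram phosphodiesterase inhibitor present; the protocol text gives 20 µM as final concentration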
NPY-Y1 antag = NPY-Y1 (human) receptor antagonism; P25929; HEK293-CNG Y1 cells, membrane potential fluorescence; NPY at EC95, then isoproterenol; inhibition, % at 3.6 µM; hit rate 1% among 200,000;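 active = inhibition above the campaign mean inhibition of all tested compounds plus 3 SD, cut at about 20% in these data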;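 also: 0% = DMSO wells given NPY plus isoproterenol and 100% = isoproterenol alone without NPY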
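Material: HEK293 Y1/CNG channel cell line; also added: NPY (25 nM), isoproterenol (1 µM), Ro 20-1724 (25 µM); doses: one concentration, 3.6 µM, in 0.4% DMSO; schedule: compound incubation 1 h at room temperature, readout 45 min post-stimulation; technique: membrane potential fluorescence; measure: fluorescence ratio normalized to % inhibition between controls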
* hit, by the source's call; nt = not tested or not shown; & = joins results of further samples; [ ] = dose if it differs, or a comment. These rows are one share of the data; the hit share may differ from the screen's.

Each structure is followed by: 14-3-3 Bad inh, NPY-Y1 PAM-ag, EP2 modulator, TRPML3 ag, PPC-1+TRAIL kill, TRPN1 ag, CHOP inhibitor, PGE2 EP2 inh, NPY-Y1 antag
- Cc1ccccc1OCC(O)Cn1c2ccccc2c2ccccc21 (configuration not stated)
  -3, -9, 29, -0.2, -20, -1.1, 90*, 2, 9
- O=C(Nc1ccccc1)Oc1ccc[nH]c1=O
  3, 4, -28, -0.3, 11, 0.0, -5, 3, nt
- NCCCSC1=NCCCN1
  1, 3, 18, 0.2, 14, 0.0, 13, 6, -3
- Clc1ccccc1OCc1nnc2n1CCCCC2
  -4, 6, 14, -0.1, -7, 1.1, -14, 8, nt
- CCC(=O)NNc1nc2c(F)cc(F)cc2s1
  0, 9, -9, -0.1, 10, 0.6, -12, 13, -1
- NCCCCCc1nnc(SCc2ccccc2Cl)o1
  -13[fluorescence artefact?], -24, -2, 0.9, -7, 1.1, 66, 13, 4
- CN1CCc2nc(NC(=O)COc3ccc(C#N)cc3)sc2C1
  -1, -1, -11, 0.3, 15, 1.9, 12, 6, 5
- Cc1ccc(NC(=O)COC(=O)CNC(=O)c2ccco2)cc1
  -3, -4, -5, 0.6, 12, 0.5, 3, 2, -1
- N#Cc1cnn(Cc2ccccc2)c1N
  27, 5, -7, 0.6, -13, 0.4, 26, 14, -1
- CCN1CCN(Cc2cc(=O)oc3cc(C)cc(C)c23)CC1
  5, -34, 4, -0.1, 29, 1.0, 30, 4, 8
- CSc1ccccc1C(=O)NCCc1ccc(S(=O)(=O)N2CCCCC2)cc1
  2[fluorescence artefact?], 0, 22, 0.5, -12, -0.6, -14, 8, 1
- O=C(OC1CCOC1=O)c1cccc(S(=O)(=O)Nc2cccc(Cl)c2)c1 (configuration not stated)
  -19[fluorescence artefact?], 31, -21, 0.5, -6, 2.3, 28, 7, 1
- Clc1ccc(-c2ccc(CNCC3CCCO3)o2)cc1 (configuration not stated)
  2, -10, -32, 1.1, 9, 0.9, 4, 7, nt
- O=C(CSc1ncnc2c1cnn2-c1ccccc1Cl)N1CCN(C(=O)c2ccco2)CC1
  7, -4, 22, 2.2, -19, 3.0, 7, 6, 9
- COc1ccccc1C(=O)Nc1ccc(C)cc1C(=O)c1ccccc1
  10, -49, 35, -0.2, 0, -0.2, 51, 6, 3
- O=c1c2ccccc2c(-c2ccccc2)nn1Cc1ccccc1
  0[fluorescence artefact?], -3, 67*, 0.7, 35, 0.0, 44, 8, 0
- CCOCCCNC(=O)C1CCN(S(=O)(=O)c2ccc(C)cc2)CC1
  6, 0, -7&33, 0.2, -9[5 µM], -0.8, 31, 10&8, -2
- Cc1cc(S(=O)(=O)Nc2ccc3c(c2)n(C)c(=O)n3C)ccc1F
  -6, -5, -47, 2.4, 1, 0.8, -8, 10, -2
- Cc1cc(C)c(C(=O)CSc2nnc(C)s2)c(C)c1
  -3, -18, -21, -0.2, 22, -1.5, 2, 16, 10
- CN(C)C(=O)N1CCC(C(=O)NCc2ccc(F)cc2Cl)CC1
  -10, -13, 8, 0.6, -5, 2.5, 21, 11, 2

Some entries already given, showing only NPY-Y1 antag and TRPML3 ag:
Structure	NPY-Y1 antag	TRPML3 ag
Cc1cc(S(=O)(=O)Nc2ccc3c(c2)n(C)c(=O)n3C)ccc1F	-2	2.4
Cc1cc(C)c(C(=O)CSc2nnc(C)s2)c(C)c1	10	-0.2

Going on with the list.
Each structure is followed by: 14-3-3 Bad inh, NPY-Y1 PAM-ag, EP2 modulator, TRPML3 ag, PPC-1+TRAIL kill, TRPN1 ag, CHOP inhibitor, PGE2 EP2 inh, NPY-Y1 antag
- O=C(Cn1ncc2c(=O)oc3ccccc3c21)N1CCN(c2ccccn2)CC1
  25, 11, 12, 0.1, 2, 0.6, -5, 12, -1
- CCO[C@H]1OC(C(=O)N2CCCCCCC2)=C[C@@H](c2csc3ccccc23)[C@@H]1CCCO
  16, -8, 41, 0.6, 3, -2.6, -19, nt, 6
- COCCNC(=O)COC(=O)C1=Cc2ccccc2OC1
  -13, 3, 4, 0.4, -6, 1.5, -22, 7, 3
- OCC1(Cc2cccc(C(F)(F)F)c2)CCN(Cc2cc3ccccc3o2)CC1
  -8, 12, -68, 1.4, 13, 2.3, 89*, 8, 4
- COc1ccc(S(=O)(=O)Cc2ccccc2)cc1N
  -5[fluorescence artefact?], -5, 8, 1.4, -4, 0.3, 12, 4, 4
- COc1ccc(Cn2nnnc2CN(CCCN2CCOCC2)Cc2cc3cc(OC)ccc3[nH]c2=O)cc1
  0, 3, 8, 0.6, 1, -0.1, 8, 6, 5
- CCOCCCNCc1cc(Cl)cc(Cl)c1OCC
  3, -11, 37, 0.5, 12, -1.5, -6, 7, 12
- COCCNC(=O)c1c(N)sc2c1CCCC2
  -8, -7, 11, 0.4, 20, 0.2, -23, 3, -2
- O=C(Cn1cnc2cc([N+](=O)[O-])ccc2c1=O)Nc1cccc(S(=O)(=O)N2CCOCC2)c1
  -7, 3, -8, 0.5, 28, 2.0, 12, 8, 0
- CCOC(=O)c1cnc2c(-c3ccccc3)c(C)nn2c1N
  4[fluorescence artefact?], 1, 4, 0.5, 8, 1.4, 32, 5, -3
- CCOC(=O)c1nn(-c2ccc(F)cc2)c(=O)c2c(N)scc12
  -11, 19, 38, 0.1, -2, -0.5, 15, 16, 5
- COc1ccc2nc(SCC(=O)NN)cc(C)c2c1
  4, 5, 9, 0.4, 2, -1.3, 21, 2, -3
- CCN(CC)C(=O)Oc1ccnc2cc(Cl)ccc12
  -15, 13, -12, 0.3, -19, -0.8, 31, 5, 2
- O=C(c1ccc(Cl)cc1)N1N=C(c2ccccn2)CC1(O)C(F)(F)F (configuration not stated)
  -11, 11, 41, -1.5, 12, -2.4, 6, 5, nt
- O=C(NC(Cc1c[nH]c2ccccc12)C(=O)N/N=C/c1cccnc1)c1cccs1 (configuration not stated)
  -19, 2, 8, 2.0, 32, 2.2, 17, 5, -4
- O=S(=O)(Nc1ccc2c(c1)OCO2)c1cccs1
  nt, 9, -16, -0.8, -5, -0.8, 11, 10, 11
- CCOc1ccc(NC(=S)NC(C)CCc2ccccc2)cc1 (configuration not stated)
  -11, 6, -89, 0.6, 15, -1.8, 57, 4, 5
- CC(C)(C)N(NC(=O)Nc1ccc(F)cc1)C(=O)c1ccccc1
  -2, -12, 20, 0.3, 18, 0.6, -1, 6, 2
- COc1cccc(-c2nn(-c3ccccc3)cc2C(=O)OCC(=O)Nc2ncc(Cl)cc2Cl)c1
  -12, 10, 31, 0.3, 17, 0.5, 14, 7, -3
- CC(=O)C1=C(O)C(=O)N(CCc2c[nH]c3ccccc23)C1c1ccco1 (configuration not stated)
  5, -4, 17, 1.2, 4, 1.0, 27, 7, -3
- COc1ccc(NC(=O)CCn2cccc2)c(OC)c1
  -3, 10, -8, 0.6, 5, 0.2, -9, 6, 6
- CCOC(=O)c1[nH]n(-c2ccc(Cl)cc2)c(=O)c1C
  -8, 7, 16, 0.8, 11, 0.0, -1, 5, -4
- COc1cc(/C=N/NC(=O)CCn2c3ccccc3c3ccccc32)cc(OC)c1OC
  1, 20, -7, 0.5, -5, 2.1, 41, 10, -2
- CCOCCCNC(=S)Nc1ccc2nc3n(c(=O)c2c1)CCCCC3
  -11, -3, -23, 0.4, 8, 1.3, -1, 17, -1
- c1cnc2ccc(C(c3nnnn3C3CCCC3)N3CCSCC3)cc2c1 (configuration not stated)
  -7, -5, 7&20, -0.4, 19, 0.8, 17, 9&6, 5
- COc1ccccc1-c1nc(C#N)c(N2CCN(c3ccccc3)CC2)o1
  -6, -28, -23, -1.1, 3, -1.6, -27, 10, 13
- C=CCn1c(SCC(=O)N2CCN(c3ccc(F)cc3)CC2)nnc1-c1ccco1
  2, 10, 0, 2.9, 4, 3.0, 15, 8, 2
- CCNS(=O)(=O)c1ccc(NC(=O)Nc2ccccc2OC)cc1
  9, 7, -29, 0.3, 14, 0.2, 17, 2, -8
- NS(=O)(=O)c1cccc(NC(=O)COC(=O)C2CCN(S(=O)(=O)c3cccs3)CC2)c1
  2, 8, -7, 0.5, 2, -0.2, 5, 6, nt
- CC(=O)Nc1ccc2nc(SCC(=O)NCCOc3ccccc3)sc2c1
  -6, 5, -13, 3.0, nt, 0.0, -3, 6, 6
- Cc1ccc(C(=O)N2CCN3C(=O)c4ccccc4C23c2ccccc2)cc1 (configuration not stated)
  -8, 7, 12, -1.3, 8, -2.8, -19, 5, 4
- Cc1cc(/C=N/NS(=O)(=O)c2ccc(F)c(Cl)c2)no1
  -10, -23, 17, 0.4, -3, 0.5, 9, 8, nt
- CCc1cc2c(NCCC(=O)O)nc(C)nc2s1
  -4, -10, -24, 0.3, 16, -1.3, -26, 7, -2
- CCOC(=O)C1CCCN(C(=O)Cn2cnc3c2c(=O)n(C)c(=O)n3C)C1 (configuration not stated)
  10, -2, -1, 0.8, 9, 2.9, -25, 14, 0
- CCOC(=O)c1c(-c2ccccc2)csc1NC(=O)CCN1CCOCC1
  4, -40, 42, -0.1, 39, -1.4, -4, 6, 16
- COc1ccc(-c2cc(-c3ccccc3)c(C#N)c(S(C)=O)n2)cc1 (configuration not stated)
  5[fluorescence artefact?], 72*, -16, 0.6, 40, -1.0, -22, 9, -18
- Cc1ccc(N/N=C/c2c(O)cc(C)oc2=O)cc1
  -26[fluorescence artefact?], 7, 6, -0.3, -10, 1.2, 6, 11, -3
- O=C(O)C1(NS(=O)(=O)c2ccc(F)c(Cl)c2)CCCCC1
  -1, -7, 26, -0.2, 38, -1.0, 30, 6, 1
